MEKK2 WT-MEK5: raises or lowers MEK5 binding to wildtype human MEKK2 PB1 domain. bead flow cytometry, Alexa488-MEK5 binding to MEKK2 WT; actives lie on both sides. actives 1.1% (n = 290,000). binding response (% of control), % at 10 µM. AID 1531; in the data active = binding response below about 67% or above about 130%
SUMO HTRF inh: inhibitors of human SUMOylation (UBC9); P63279; HTRF SUMOylation assay, SAE1/SAE2 + UBC9, in vitro; inhibition, % at 35 µM; actives 0.36% (n = 290,000); in the data active = inhibition above about 50%, passing the limit was not always enough; also: strong numbers were not always called active
Target sequence (P63279 whole entry, looked up): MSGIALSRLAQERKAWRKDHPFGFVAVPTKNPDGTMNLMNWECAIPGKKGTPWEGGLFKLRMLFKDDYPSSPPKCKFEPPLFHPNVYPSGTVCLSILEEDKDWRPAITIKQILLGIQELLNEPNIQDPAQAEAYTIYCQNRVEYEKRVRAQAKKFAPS
MEKK2 mut-MEK5: signal of MEK5 binding to mutant human MEKK2 PB1 domain. bead flow cytometry, Alexa488-MEK5 binding to MEKK2 mutant. percent response, % at 10 µM. actives 0.35% (n = 290,000). AID 1530; in the data active = percent response above about 24%, passing the limit was not always enough; also: inactives centre near 1; some results filed as inactive read as strong as hits; reference of the scale not given here
IDE act: boosts human insulin-degrading enzyme activity in HEK cells; AID 493087; actives 0.073% (n = 340,000); activation, % at 5.96 µM; FAbeta-B cleavage, fluorescence polarization; 0% vehicle, 100% cell-free pure enzyme wells;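 active = activation above the mean of all tested compounds plus 3 SD, set per screening campaign, cut at about 17% in these data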
M18AAP inhibitor: blocks P. falciparum M18 aspartyl aminopeptidase; inhibition, % at 7.35 µM; recombinant PfM18AAP, H-Glu-NHMec fluorogenic cleavage; actives 1.2% (n = 290,000);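 active = inhibition above the campaign mean inhibition over all tested compounds plus 3 SD, cut at about 28% in these data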;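 also: 0% = plate median of test compound wells and 100% = 2 mM ZnCl2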
IDE cell inh: cellular human IDE inhibition; HEK cells, FAbetaB cleavage, fluorescence polarization; actives 0.41% (n = 320,000); inhibition, % at 5.59 µM; AID 434962; P14735;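 active = percent inhibition above the average of all tested compounds plus 3 SD, set per screening campaign, cut at about 16% in these data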;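 also: IDE supplied by intact live HEK cells; FP after avidin binding of uncleaved biotin substrate so inhibition keeps polarization high; 0% = DMSO wells and 100% = 60 µM reference IDE inhibitor Ii1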
NALP1 yeast inh: blocks the NALP1 inflammasome reconstituted in yeast; S. cerevisiae NALP1/ASC/caspase-1 growth, X-gal OD620, 72 h; actives 0.61% (n = 280,000); inhibition, % at 10 µM; AID 2071; in the data active = inhibition mostly above about 24%, no sharp cut-off; inactive = mostly below about 32%; also: some compounds called inactive have numbers as strong as hits
pCIP destab: compounds decreasing mouse p/CIP protein stability; Q05BA5; F442A p/CIP-EGFP cells, EGFP fluorescence, 16 h; decrease of EGFP signal, % at 10 µM; actives 0.01% (n = 290,000);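 active = EGFP signal decrease of at least 30% at 10 µM or well 3 SD below plate mean, unless failing retest; inactive = the rest, including hits failing retest or dose response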; also: some compounds called inactive have numbers as strong as hits; many of its hits are not listed in these tables
MEKK3 PB1 HTS: MEKK3-MEK5 PB1 interaction, increase or decrease; bead-based flow cytometry, Alexa488-MEK5 binding to MEKK3; actives lie on both sides; 0 = blocked by unlabeled MEK5, 100 = vehicle; Q99759; actives 1.4% (n = 290,000); binding response (% of control), % at 10 µM; AID 1529;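 active = binding response more than 3 SD above or below the average of its plate-row segment, actives on both sides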;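 also: Alexa488 bead fluorescence after subtracting the streptavidin-only scavenger bead signal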
Target sequence (Q99759 whole entry, looked up): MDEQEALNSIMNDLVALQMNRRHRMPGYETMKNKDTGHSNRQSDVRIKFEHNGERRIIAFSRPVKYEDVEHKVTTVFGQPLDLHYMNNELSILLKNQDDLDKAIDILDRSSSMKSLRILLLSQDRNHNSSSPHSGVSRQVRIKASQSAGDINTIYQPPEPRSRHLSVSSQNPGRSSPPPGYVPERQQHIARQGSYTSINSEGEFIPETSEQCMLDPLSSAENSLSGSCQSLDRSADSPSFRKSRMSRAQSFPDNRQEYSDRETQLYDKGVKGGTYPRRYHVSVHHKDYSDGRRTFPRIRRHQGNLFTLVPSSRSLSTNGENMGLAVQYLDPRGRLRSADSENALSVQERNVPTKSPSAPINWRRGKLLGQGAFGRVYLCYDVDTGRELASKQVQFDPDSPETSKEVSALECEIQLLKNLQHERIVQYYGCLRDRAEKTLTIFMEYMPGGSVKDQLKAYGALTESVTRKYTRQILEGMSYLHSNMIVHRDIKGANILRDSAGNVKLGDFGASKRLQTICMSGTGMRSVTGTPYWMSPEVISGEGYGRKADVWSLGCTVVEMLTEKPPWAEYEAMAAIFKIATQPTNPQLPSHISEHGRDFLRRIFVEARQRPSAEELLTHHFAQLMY
* hit, by the source's call; . = not tested or not shown.

The line under a structure holds: MEKK2 WT-MEK5, SUMO HTRF inh, MEKK2 mut-MEK5, IDE act, M18AAP inhibitor, IDE cell inh, NALP1 yeast inh, pCIP destab, MEKK3 PB1 HTS
- CC(=O)N(CN1C(=O)c2ccccc2C1=O)c1ccc2c(c1)oc1ccccc12
  125.0, -5.2, 32.0, 7.9, -2.2, -4.7, 20.0, 4.1, 115.0
- COC(=O)c1c(C)[nH]c(C)c1C(C)=O
  100.0, 1.6, 1.0, 4.5, 3.7, -2.4, 11.2, -3.0, 104.0
- C=CCn1c(-c2ccc(OC)c(OC)c2)cs/c1=N\c1ccccn1
  97.0, 12.5, -3.0, 4.8, -3.6, 3.0, 12.4, 2.0, 99.0
- O=C(NC1CCCC1)c1cc(-c2cccc(Cl)c2)on1
  103.0, 9.3, 3.0, 3.5, -5.1, -3.6, 27.9, -13.9, 103.0
- Cc1cc(=O)oc(C)c1C(=O)NCCc1ccccc1
  101.0, -6.7, 0.0, 1.6, -5.4, 3.6, 1.3, 3.2, 101.0
- O=S(=O)(Nc1ccc(-n2cccc2)cc1)c1ccccc1
  108.0, -13.6, 4.0, -1.6, 4.2, -1.1, 32.9, -10.3, 115.0
- Cc1cc(C)c(C)c(C(=O)c2ccccc2C(=O)O)c1C
  94.0, -0.2, -3.0, 2.8, 6.2, -2.5, 4.3, -15.0, 99.0
- COCC(C)NC(=O)/C(=C/c1ccccc1)c1ccccc1 (stereo not given)
  97.0, 0.0, -2.0, -1.7, -1.0, -0.4, -7.4, -14.6, 100.0
- COc1cccc(CC(NC(C)=O)C(=O)NC2CCN(c3nc(C)cc(C)c3C#N)CC2)c1 (stereo not given)
  113.0, 17.0, 6.0, 6.7, -5.0, 6.4, -1.9, -1.8, 107.0
- Cc1ccc2c(c1)c1c(n2CC(O)CNC(C)(C)C)CCCC1 (stereo not given)
  158.0*, 1.6, 15.0, -2.1, 5.4, ., -0.8, -1.9, 116.0
- COc1cc(CC(=O)Nc2ccc3nc(SC)sc3c2)cc(OC)c1OC
  98.0, -8.5, -2.0, 3.3, 3.9, -5.7, ., -8.8, 102.0
- O=C(NNC1=Nc2ccccc2SC1)c1cccc([N+](=O)[O-])c1
  93.0, -2.8, -5.0, ., -7.4, -0.4, 12.7, -0.5, 93.0
- O=C(NCCc1ccc(Cl)cc1)C1CCC(=O)N1Cc1ccc(F)cc1 (stereo not given)
  105.0, -12.9, 6.0, 1.6, -3.0, -0.8, 6.3, -3.9, 102.0
- CCn1cc(C(=O)N2CCc3ccccc32)c(=O)c2cc(S(=O)(=O)N3CCOCC3)ccc21
  ., 28.0, ., 3.6, 7.1, -1.4, -15.6, -2.6, .
- O=C(NC1CCCc2ccccc21)C(Cc1ccccc1)NS(=O)(=O)c1cccs1 (stereo not given)
  90.0, -8.5, -2.0, 0.5, 2.2, -2.0, 20.4, -7.3, 93.0

Record cards (already shown). Order of screens: MEKK2 WT-MEK5, SUMO HTRF inh, MEKK2 mut-MEK5, IDE act, M18AAP inhibitor, IDE cell inh, NALP1 yeast inh, pCIP destab, MEKK3 PB1 HTS
Listed for CCn1cc(C(=O)N2CCc3ccccc32)c(=O)c2cc(S(=O)(=O)N3CCOCC3)ccc21 → ., 28.0, ., 3.6, 7.1, -1.4, -15.6, -2.6, .
Listed for Cc1ccc2c(c1)c1c(n2CC(O)CNC(C)(C)C)CCCC1 (stereo not given) → 158.0*, 1.6, 15.0, -2.1, 5.4, ., -0.8, -1.9, 116.0
Listed for Cc1cc(=O)oc(C)c1C(=O)NCCc1ccccc1 → 101.0, -6.7, 0.0, 1.6, -5.4, 3.6, 1.3, 3.2, 101.0

(cont.)
The line under a structure holds: MEKK2 WT-MEK5, SUMO HTRF inh, MEKK2 mut-MEK5, IDE act, M18AAP inhibitor, IDE cell inh, NALP1 yeast inh, pCIP destab, MEKK3 PB1 HTS
- Cc1cc(C(=O)OCC(=O)c2c(N)n(C)c(=O)n(C)c2=O)c(C)o1
  94.0, 6.0, -6.0, 1.5, -1.4, 1.1, 15.8, -6.7, 89.0
- CCc1ccc(-c2nc(C(N)=O)c3[nH]c(=O)n(-c4ccccc4OC)c3n2)cc1
  99.0, -5.0, 1.0, 7.7, -4.7, 3.8, 6.0, -17.0, 99.0
- O=C(OCc1ccccc1Cl)c1ccccc1C(=O)c1ccccc1
  104.0, -3.7, 5.0, -1.5, 4.2, 0.7, 13.1, -11.4, 101.0
- O=C(CNC(=O)N1CC(=O)Nc2ccccc21)NCc1cccc(Cl)c1
  105.0, 4.0, 5.0, -3.2, -1.7, 2.0, 4.5, 0.9, 99.0
- CCN1CCCC(OC(=O)Nc2ccccc2)C1 (stereo not given)
  110.0, 6.6, 6.0, 0.8, -2.7, -2.6, -2.9, -1.3, 105.0
- CON(C)S(=O)(=O)c1cccc(C(=O)NC2CCSc3ccccc32)c1 (stereo not given)
  100.0, -8.9, 1.0, 4.0, 4.8, -2.4, 10.1, 3.4, 104.0
- CCn1c(C(C)NC(=O)c2ccc(OC)c(OC)c2)nc2ccccc21 (stereo not given)
  98.0, 17.0, 1.0, -0.5, -5.6, -3.4, 5.8, 5.4, 104.0
- COc1ccc(/C=C/C(O)=C2/C(=O)NC3(C)CC2c2ccccc2O3)c(OC)c1OC (stereo not given)
  76.0, 10.5, -11.0, 6.2, -1.6, -3.6, 5.8, -4.2, 91.0
- Cc1ccc(S(=O)(=O)NCCc2cc3ccc(C)cc3[nH]c2=O)cc1
  102.0, 8.4, 2.0, -2.2, 3.2, -2.4, 2.8, -8.3, 104.0
- CC(C)(C)NS(=O)(=O)c1ccc(CCC(=O)N2CCOCC2)cc1
  97.0, 14.2, 3.0, -1.1, -1.5, 1.2, 15.7, -9.1, 100.0
- O=C1CCN(C(=O)CSc2ccc(Cl)cc2)N1
  101.0, -3.0, 0.0, -3.8, -10.9, 2.9, -23.3, 4.3, 105.0
- COc1ccc(C(=O)Nc2ccc(N3CCN(C(=O)c4ccccc4)CC3)cc2)cc1[N+](=O)[O-]
  97.0, 0.9, -1.0, 5.7, -5.8, -0.6, -25.1, -20.2, 96.0
- CCOc1ccc2nc(NC(=O)c3ccc(S(=O)(=O)N4CCOCC4)cc3)sc2c1
  ., 31.1, ., -1.7, 1.5, 2.1, 18.1, -5.9, .
- COc1ccccc1C1C(C(=O)c2cc3ccccc3o2)=C(O)C(=O)N1c1cc(C)on1 (stereo not given)
  107.0, 1.4, 9.0, -3.4, 12.5, 6.9, -1.0, -10.8, 103.0
- CC(=O)c1cccc(NC(=O)CCNS(=O)(=O)c2cccc(C(C)=O)c2)c1
  105.0, -1.9, 1.0, 1.1, -11.1, 6.8, 7.7, -9.6, 104.0
- Cc1cccc(C(=O)O/N=C(\c2ccccc2)c2cccnc2)c1
  98.0, 4.4, 0.0, 2.9, -0.4, 0.9, 34.5, 3.9, 92.0
- COC(=O)C(C)Oc1ccc(-c2nccc(-c3ccc(F)cc3)n2)cc1 (stereo not given)
  107.0, 3.3, 11.0, -2.7, -1.9, 0.1, 14.8, -3.4, 104.0
- CN(Cc1c(F)cccc1Cl)c1ccc(S(=O)(=O)N2CCOCC2)cn1
  94.0, -18.8, -3.0, 2.0, 0.7, 1.3, -20.4, -5.5, 98.0
- CCN(CC)CCNC(=O)/C(=N\O)c1ccccn1
  94.0, 16.2, -12.0, 0.9, -0.6, 3.8, 12.8, -14.7, 94.0
- Cc1nc(=O)c(-c2ccccc2)c(C)n1-c1cccc(/C=C/C(=O)O)c1
  118.0, -18.1, 5.0, 4.6, -5.1, -0.1, 10.1, -3.5, 108.0
- COc1ccc(N2CCN(CC(=O)Nc3nc(C)cs3)CC2)cc1
  110.0, 6.1, 11.0, -0.8, 5.0, 2.5, -0.1, -15.0, 104.0
- O=C(CNC(=O)c1ccco1)Nc1ccc(OC(F)F)cc1
  97.0, 0.0, 1.0, -0.1, 4.9, ., 9.2, -0.7, 98.0
- CN(Cc1ccccc1)C(=O)c1ccccc1C(=O)O
  97.0, 0.4, -1.0, 7.2, -10.2, 2.9, -17.5, -11.8, 99.0
- O=C1N/C(=C\c2ccccc2)C(O)=C1C=NCc1ccccc1
  99.0, 10.5, 0.0, 3.7, 5.5, 4.4, 30.1, -6.6, 113.0
- COc1ccc(/C=C/C(=O)NC(=S)Nc2ccc(S(N)(=O)=O)cc2)cc1
  100.0, 10.2, 0.0, -5.6, -2.2, -0.7, 2.7, -9.4, 100.0
- CC(=O)OC1CC(C)(C)N(OC(=O)CCCN2C(=O)c3ccccc3C2=O)C(C)(C)C1
  105.0, -6.3, 5.0, 3.7, 0.6, -1.6, 6.1, -6.9, 101.0
- C/C=C/c1ccc(OCCOc2ccc(C=O)cc2)c(OC)c1
  102.0, 2.9, 3.0, 3.8, -0.4, 2.8, 13.7, -4.5, 107.0
- Cc1nc(Br)c(Br)c(C)c1Br
  99.0, 2.6, 8.0, -3.5, -4.8, 6.8, 9.2, 0.0, 99.0
- COc1ccc(CNC(=O)C2Cc3cc(S(=O)(=O)N4CCCC4)ccc3N2C(C)=O)c(OC)c1 (stereo not given)
  106.0, -8.3, 5.0, 2.7, -7.5, -1.5, 5.5, 7.5, 103.0
- O=C(CCSCCc1ccncc1)NCCCN1CCOCC1
  98.0, 8.5, -5.0, 1.5, 2.0, -5.2, 2.6, -5.4, 91.0
- N#CNC(=Nc1cccc(F)c1)SCc1ccccc1
  98.0, 7.9, -2.0, 5.2, 3.2, -6.2, 20.6, -9.7, 102.0
- FC(F)(F)c1ccc(Oc2ccc3c(C(F)(F)F)cc(C(F)(F)F)nc3n2)cc1
  109.0, 26.1, 8.0, 4.4, 5.0, -5.1, 9.6, -2.9, 105.0
- CC1=C(C(=O)OC(C)C)C(c2cccs2)NC(=S)N1 (stereo not given)
  95.0, 7.0, -1.0, 1.5, -2.9, -0.5, 11.1, -0.8, 93.0
- CC1(C)C2CCC1(C)C(OC(=O)C[n+]1ccccc1N)C2 (stereo not given)
  93.0, 24.1, -19.0, -1.9, -17.9, 1.3, 19.8, -18.1, 92.0
- CCn1ncc(C2=NOC(C(=O)Nc3cccc(C(C)=O)c3)C2)c1C (stereo not given)
  100.0, -1.1, 3.0, 3.1, 0.2, -0.7, -1.1, 2.3, 100.0
- COCCN=c1scc(-c2cc(OC)c(OC)c(OC)c2)n1/N=C/c1c(C)[nH]c2ccccc12
  ., -23.1, 77.0*, 5.9, 7.8, -0.9, 28.8, -1.8, 84.0
- COc1ccccc1Oc1nc2c(c(=O)n(Cc3ccccc3F)c(=O)n2C)n1C
  96.0, 40.9, 2.0, 1.6, -13.0, -2.5, 3.3, -2.9, 100.0
- CC1=CC(C)(C)NC(=S)N1c1ccccc1
  104.0, 12.0, 3.0, -0.6, -11.3, 0.4, -4.0, 2.5, 106.0

Compound activity from PubChem.

Not all compounds are listed; rates above refer to the full screens.
